Compound activity as filed in PubChem BioAssay.
HT1080 IDH1KD tx – toxicity to HT-1080 IDH1 knockdown cells (counter line) | HT-1080 IDH1 knockdown viability, ATP luminescence, 48 h | Potency, µM (series often up to 46.1 µM), inactives show at the highest dose activity, negative = toxicity, usual class: cytotoxic | actives 2% (n = 360,000);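 note: 0% = DMSO wells and -100% = cell-free medium wells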
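% activity derives from luminescence (CellTiter-Glo), normalised to DMSO and no-cell wells. HT-1080-IDH1KD cells, 750/well, had 48 h compound exposure at 37 °C.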
GLP-1R inv ag – inverse agonists of human GLP-1 receptor; P43220; HEK293 GLP-1R CRE-luciferase, luminescence, 24 h; GLP-1R form is constitutively active; Potency, µM (doses to about 38.3 µM), for inactives: at the top dose activity change, negative = inhibition, actives largely listed as inhibitors; actives 1.6% (n = 410,000); note: % is set by controls: 0 for no effect and ±100 for the full control effect; nearly all actives have a fitted effect of over 55% in size
Target sequence (P43220 whole entry, looked up): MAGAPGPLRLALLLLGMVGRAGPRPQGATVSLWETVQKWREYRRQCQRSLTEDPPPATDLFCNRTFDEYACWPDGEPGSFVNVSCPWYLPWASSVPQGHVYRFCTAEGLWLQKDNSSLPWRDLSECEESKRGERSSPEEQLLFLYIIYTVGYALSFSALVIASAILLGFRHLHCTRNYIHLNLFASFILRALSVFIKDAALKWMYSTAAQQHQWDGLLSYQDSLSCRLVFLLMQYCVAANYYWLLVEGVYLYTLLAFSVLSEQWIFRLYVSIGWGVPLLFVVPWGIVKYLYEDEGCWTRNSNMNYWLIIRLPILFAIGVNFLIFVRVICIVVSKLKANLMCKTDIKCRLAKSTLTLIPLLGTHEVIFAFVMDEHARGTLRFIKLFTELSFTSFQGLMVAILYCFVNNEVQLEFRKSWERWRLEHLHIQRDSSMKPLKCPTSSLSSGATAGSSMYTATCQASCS
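Assay principle: reduced luminescence from a cAMP-responsive reporter in HEK293 cells co-expressing a constitutively active GLP-1R. Conditions: 24 hr compound incubation, 37 deg C, 5% CO2.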
SW480 rereplic – induces DNA re-replication in SW480 colon adenocarcinoma cells; Potency, µM (titrated, usually from 46.1 µM), inactives show top-dose re-replication activation, usual class: activators; actives 1.8% (n = 340,000); SW480 DNA re-replication, Hoechst DNA content imaging, 48 h; note: % of control where 0% means no effect; nearly all actives have a fitted effect of over 55% in size
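SW480 cells exposed to compounds for 48 hr at 37 C, 5% CO2, then Hoechst-stained 40 min. Nuclear DNA content imaged by fluorescence scanning (405 nm excitation, 500-530 nm emission); re-replication scored as increased high-intensity nuclei.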
GLP1R cytotox – cytotoxicity in counter-screen for GLP-1R inverse agonists; Potency, µM (highest dose often 38.3 µM), without a hit: top-dose activity change, negative = inhibition, actives largely listed as inhibitors; actives 0.13% (n = 410,000); AID 624418; HEK293 cAMP-luciferase reporter cells, luminescence, 24 h;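 note: loss of luciferase light is scored as toxicity; % is set by controls: 0 for no effect and ±100 for the full control effect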
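To flag toxic compounds, the library was rerun on cells for 24 hr at 37 deg C and 5% CO2. Viability-linked luminescence was captured 12 min after adding luciferase detection reagent.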
HT1080NT lethal – kills 2HG-producing HT-1080-NT fibrosarcoma cells; HT-1080-NT fibrosarcoma viability, CellTiter-Glo ATP luminescence, 48 h; Potency, µM (doses to about 46.1 µM), for the others: at the highest dose activity, negative = less viability, hits mostly cytotoxic; actives 1.6% (n = 360,000); AID 686970;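 note: NT is the 2HG producing partner of a matched IDH1 knockdown line; 0% = DMSO-treated cells and -100% = media-only wells without cells; nearly all actives have a fitted effect of over 55% in size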
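HT-1080-NT fibrosarcoma cells (2HG-overproducing), 750 cells/well in RPMI with 5% FBS, dosed after 2 h and incubated 48 h at 37C. CellTiter-Glo luminescence normalized to DMSO and no-cell wells; concentration-response curves fitted and classed.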
TDP-43 yeast inh – TDP-43 toxicity inhibition in yeast. TDP-43 expressing yeast growth rescue, BacTiter-Glo, 24 h. Potency, µM (series often up to 46.1 µM), inactives show at the top dose growth rescue (activation), most hits filed as activators. actives 1.8% (n = 410,000); note: % of control where 0% means no effect; nearly all actives have a fitted effect of over 50% in size
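Yeast expressing TDP-43 (pregrown in raffinose, seeded at OD600=0.02 in galactose medium) exposed to compounds 24 hr at 30 deg C. Growth read by BacTiter-Glo luminescence; rescue of toxicity appears as increased signal.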
KB-V1 cytotox – KB-V1 MDR subline cytotoxicity. KB-V1 MDR cells viability, CellTiter-Glo, 72 h. Potency, µM (series often up to 46.1 µM), for the others: at the top dose activity change, negative = cytotoxicity, hits mostly cytotoxic. actives 3.4% (n = 400,000). AID 1347076; note: % is set by controls: 0 for no effect and ±100 for the full control effect; nearly all actives have a fitted effect of over 60% in size
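Compound-treated KB-V1 multidrug-resistant cells, 72 h, 37 degrees C; viability by CellTiter-Glo. Fitted qHTS curves give the values.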
KB-3-1 tox – kills parental KB-3-1 adenocarcinoma cells; KB-3-1 viability, CellTiter-Glo ATP luminescence, 72 h; Potency, µM (doses to about 46.1 µM), inactives show at the top dose activity change, negative = cytotoxic, most hits filed as cytotoxic; actives 1.4% (n = 400,000); AID 1347075; note: % is set by controls: 0 for no effect and ±100 for the full control effect; nearly all actives have a fitted effect of over 60% in size
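Cytotoxicity in the drug-sensitive parental line KB-3-1 was scored as loss of CellTiter-Glo luminescence following 72 h incubation with compound. Values come from curve fitting of normalized concentration-response data.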
GLP1R ag – activates the human GLP-1 receptor; Potency, µM (top dose mostly 45.6 µM), inactives show at the top dose activation, most hits filed as activators; actives 0.007% (n = 380,000); HEK293 GLP-1R CRE-luciferase, luminescence, 4-6 h; cells express a hypersensitive GLP-1R form; P43220; note: % of control where 0% means no effect
Active calls of the source: *; u = inconclusive; x = no result given; & = joins results of further samples; [ ] = another dose, or the depositor's remark. Calls come from the whole dose curve; as a rule, active = well fitted curve in the direction sought with a large enough effect; inconclusive = small, poorly fitted or top-dose-only effect, or another doubt; inactive = no such curve, though single readings can be large; an effect the other way counts as inactive or inconclusive. Potency is the fitted concentration of half-maximal effect. Rows are unselected; about 9.4% have a hit in one of these screens.

SMILES	HT1080 IDH1KD tx	GLP-1R inv ag	SW480 rereplic	GLP1R cytotox	HT1080NT lethal	TDP-43 yeast inh	KB-V1 cytotox	KB-3-1 tox	GLP1R ag
O=C(NCC1CCCO1)C(c1ccc(F)cc1)N(C(=O)Cn1nnc(-c2ccc(F)cc2)n1)c1cccc(O)c1 (stereo not drawn)	-6%	u	u	u	-13%	-2%	-11%	8%	4%
CCOc1ccc(N(CC(=O)Nc2ccccc2OCC)S(=O)(=O)c2c(C)noc2C)cc1	2.3µM*	u	5.8µM*	-35%	2.3µM*	19%	5.8µM*	3.3µM*	21%
Cc1cc(Br)cn2c(Cc3ccsc3)c(-c3ccc(F)cc3)nc12	-13%	u	x	-14%	-19%	11%	-11%	0%	-2%
CCCCOc1cc(NCc2ccccc2)c2ncn(C(C)C)c2c1	u	u	1%[9.22 µM]	-25%	-27%	-28%	u	u	12%
Cc1ccc(C(=O)N2CCC(N3CCN(Cc4ccc(F)cc4)C(=O)C3=O)CC2)cc1	x	-14%	x	3%	x	8%	15%	1%	x
CCN1CCN(S(=O)(=O)c2ccc(Cl)c(C(=O)N(C)C3CCCCC3)c2)CC1	-2%	11%	x	14%	-2%	2%	8%	0%	6%
CC(C)C(=O)Nc1ccc(C(=O)NNC(=O)CCCOc2ccc(Cl)cc2Cl)cc1	8%	-12%	-1%	-2%	29%	0%	3%	-1%	-21%
CCOC(=O)c1nnc2cc(-c3ccc(Br)cc3)nn2c1C	6%	7%	-5%	7%	17%	0%	23%	2%	-12%
CCOc1cccc(C(=O)NC(=S)NCc2cccnc2)c1	1%	2%	-6%	2%	-4%	16%	u	-4%	-3%
CC1C(=O)N2CCCc3cc(S(=O)(=O)N(C)Cc4ccccc4)cc1c32 (stereo not drawn)	0%	37%[activator]	-9%	0%	2%	20%	1%	1%	22%
CC(O)Cc1nsc(NC(=O)c2cccs2)n1 (stereo not drawn)	-2%	-10%	2%	2%	-7%	26%	11%	0%	9%
CCSc1ncc(Cl)c(C(=O)Nc2ccc(S(=O)(=O)N(C)c3ccccc3)cc2)n1	x	u	x	1%	x	-5%	-15%	-26%	x
COc1cc(/C=N/NC(=O)C(=O)NCc2ccco2)cc(Br)c1O	-2%	7%	-8%	-12%	13%	4%	-14%	-1%	3%
Cc1ccc(OCC(=O)Nc2sc3c(c2C#N)CC(C)(C)NC3(C)C)cc1	u	-7%[0.307 µM]	3%	1%[0.307 µM]	21µM*	5%	-17%	-2%	16%
Cc1ccc(N(CC(=O)NCC2CCCO2)C(=O)Cn2nnc(-c3cccs3)n2)cc1 (stereo not drawn)	1%	4%	-59%	20%	11%	-18%	-15%	-8%	3%
Cc1cccc(NC(=O)NC(=S)NC(=O)c2ccccc2)c1	4%	u	3%	u	8%	1%	-4%	-3%	5%
Cc1cccc(OCC(=O)Nc2ccc3nc(SCc4ccccc4)sc3c2)c1	x	11%	x	1%	x	3%	11%	5%	x
c1ccc(-c2ccc3ncccc3n2)cc1	-19%	6%	x	4%	-4%	5%	-25%	-14%	-5%
O=S(=O)(NCCN1CCN(S(=O)(=O)c2ccccc2F)CC1)c1ccccc1F	16%	9%	-1%	-5%	1%	22%	-14%	-34%	2%
CCc1cc2c(=O)n(CC(=O)NCCc3ccc(OC)c(OC)c3)cnc2s1	14%	15%	0%	2%	13%	-4%[9.22 µM]	-3%	3%	2%
O=C(COc1ccc2c(c1)OCO2)Nc1ccc2c(c1)oc1ccccc12	u	-27%	0%[9.22 µM]	u	-29%	-12%	2%	u	-11%
O=C(NCCCn1ncc2ccccc21)c1cc(COc2c(F)cccc2F)on1	-2%	u	-4%	-8%	7%	u	0%	u	12%
Cc1nc2sc(C(c3ccc(F)cc3)N3CCN(C(=O)c4ccco4)CC3)c(O)n2n1 (stereo not drawn)	13%	30%	x	84%[activator]	13%	7%	-8%	0%	-4%
COc1ccc(-c2noc(-c3ccc(NC4CCCC4)c([N+](=O)[O-])c3)n2)cc1OC	x	16%	x	6%	x	21%	u	-13%	x
COc1ccccc1NC(=O)CN1C(=O)C(C)Oc2ccccc21 (stereo not drawn)	6%	-28%	-9%	-6%	6%	-18%	-5%	6%	4%

Laid out differently: entries from further up
Value order – HT1080 IDH1KD tx | GLP-1R inv ag | SW480 rereplic | GLP1R cytotox | HT1080NT lethal | TDP-43 yeast inh | KB-V1 cytotox | KB-3-1 tox | GLP1R ag
CCOC(=O)c1nnc2cc(-c3ccc(Br)cc3)nn2c1C
    6% | 7% | -5% | 7% | 17% | 0% | 23% | 2% | -12%
CCOc1cccc(C(=O)NC(=S)NCc2cccnc2)c1
    1% | 2% | -6% | 2% | -4% | 16% | u | -4% | -3%
CC1C(=O)N2CCCc3cc(S(=O)(=O)N(C)Cc4ccccc4)cc1c32 (stereo not drawn)
    0% | 37%[activator] | -9% | 0% | 2% | 20% | 1% | 1% | 22%
CC(O)Cc1nsc(NC(=O)c2cccs2)n1 (stereo not drawn)
    -2% | -10% | 2% | 2% | -7% | 26% | 11% | 0% | 9%
CCSc1ncc(Cl)c(C(=O)Nc2ccc(S(=O)(=O)N(C)c3ccccc3)cc2)n1
    x | u | x | 1% | x | -5% | -15% | -26% | x

(list continues)
SMILES	HT1080 IDH1KD tx	GLP-1R inv ag	SW480 rereplic	GLP1R cytotox	HT1080NT lethal	TDP-43 yeast inh	KB-V1 cytotox	KB-3-1 tox	GLP1R ag
CCCCC(=O)Nc1ccc(C(=O)Nc2cccnc2)cc1	4%	-4%	9%	1%	-4%	14%	u	9%	19%
Cc1occc1C(=O)NNC(=O)Nc1ccc(F)cc1F	1%	11%	2%	4%	-1%	-12%	-8%	3%	-7%
Cc1ccsc1C(=O)N1CCC1(C)C(=O)Nc1cccc(C#N)c1 (stereo not drawn)	-1%	22%	x	1%	0%	0%	1%	0%	0%
COC(=O)c1ccc(NC(=O)C2CCN(C(=O)c3cc(OC)c(OC)c(OC)c3)CC2)cc1	16%	24%	-3%	-12%	6%	7%	0%	3%	-1%
Cc1ccc(C(=O)Nc2ccc(C(=O)N/N=C/c3c[nH]c4ccccc34)cc2)cc1	u	u	17%	-26%	-24%	-4%	-6%	-22%	-1%
CCCCN1C(=O)CN(CCc2ccccc2)C(=O)C1c1ccc(OC)cc1 (stereo not drawn)	3%	0%	-2%	-4%	10%	-5%	-12%	5%	-12%
COc1ccc(NC(=O)c2ccc(S(=O)(=O)N3CC(C)CC(C)C3)cc2)cc1S(N)(=O)=O (stereo not drawn)	-8%	3%	1%	0%	-2%	12%	0%	14%	-3%
CCOc1ccc2[nH]c3c(NCCO)ncnc3c2c1	-6%	49%[activator]	-31%[inhibitor]	4%	-10%	21%	u	25%	17%
Cc1ccc(-c2cc(-c3ccc(Cl)cc3)c(C#N)c(N)n2)o1	-12%	-11%	2.6µM*	29%	3%	u	-7%	3%	0%
Cc1ccccc1Cn1c2ccccc2c2cnn(CC(=O)NCc3ccccn3)c(=O)c21	u	60%&39%[activator]	-2%	-21%&2%	u	14%&26%	-20%&-3%	4%&2%	22%
Cc1ccc(NC(=O)Cn2nc(C(=O)O)c3ccccc3c2=O)cc1S(=O)(=O)N1CCCCC1	14%	5%	-7%	7%	2%	15%	0%	3%	-2%
CCOC(=O)c1nn(-c2cccc(C)c2)c2nc(-c3ccccc3)c(C#N)c(=O)n12	8%	7%	0%	-9%	7%	9%	1%	-3%	1%
Cc1ccc(NC(=S)N2CCN(c3ncccn3)CC2)cc1C	12%	-7%	-4%	-17%	11%	9%	0%	1%	-2%
COc1ccc(NC(=O)CSc2nc(-c3ccco3)nc3cc(=O)[nH]n23)cc1Cl	1%	25%	u	-6%	-1%	1%	u	7%	5%
CC(NC(=O)c1cccc(S(=O)(=O)N2CCN(Cc3ccccc3)CC2)c1)c1ccc(Br)cc1 (stereo not drawn)	-1%	u	15%	7%	2%	22%	u	u	-15%
Cc1[nH]c(=O)[nH]c(=O)c1S(=O)(=O)N1c2ccc(F)cc2CCC1C (stereo not drawn)	0%	0%	-13%	-1%	10%	25%	-10%	5%	-9%
Cn1c(=O)c2c(nc(N3CCOCC3)n2CC(=O)C23CC4CC(CC(C4)C2)C3)n(C)c1=O	-9%	0%	-3%	-1%	-6%	21%	2%	5%	21%
NC(=O)Cn1cc(C(=O)c2cccs2)c2ccccc21	2%	2%	-1%	3%	7%	6%	17%	13%	11%
CNC(=O)C(=O)Nc1ccc(C)cc1C	17%	1%	0%	0%	18%	14%	u	34%	-2%
N#CC1=C(N)Oc2cc(N)ccc2C1c1ccccc1Cl (stereo not drawn)	-25%	-26%	u	37%[activator]	-10%	3%	-30%	u	8%
COc1ccc(OC(=O)CSc2nnc(-c3ccc(F)cc3)o2)cc1	x	16%	x	0%	x	-70%[inhibitor]	6%	2%	x
CC(C)=CC1C(C(=O)Nc2ccc(Br)cn2)C1(C)C (stereo not drawn)	1%	0%	0%	-1%	9%	3%	-12%	-2%	-13%
CC(=O)c1cccc(-c2csc(N3CCC(C(N)=O)CC3)n2)c1	x	x	-14%	x	x	x	7%	1%	-3%
CN1CCN(CCOc2ccc(Cc3ccccc3)cc2)CC1	u	11µM*	0%	-1%	-27%	-10%	u	-9%	7%
Cc1ccccc1NC(=O)N(O)C1(C#N)CCCCC1	16%	17%	-2%	-18%	13%	-16%	3%	1%	-1%
Fc1ccc(-n2ncc3c(NCCCN4CCOCC4)ncnc32)cc1	x	10%	x	20%	x	20%	15%	20%	x
C#CCCCCCCCCC(=O)NCCCC	-29%	u	28%	-6%	-18%	3%	6%	1%	12%
CCC(C)NC(=O)C(=O)NC1CCCC1 (stereo not drawn)	9%	1%	u	-3%	0%	-16%	1%	-6%	2%
O=C(c1ccc2nc(-c3ccco3)c(-c3ccco3)nc2c1)N1CCN(c2ncccn2)CC1	0%	0%	9%	63%[activator]	-16%	0%	u	27%	1%
Cc1nc2c(OCc3ccc(Cl)cc3Cl)cccn2c1N(C)Cc1cccs1	u	u	x	-20%	u	22%	u	u	-4%
